PRMT1 FP inh: inhibitors of human PRMT1. recombinant PRMT1, activity-based probe fluorescence polarization. inhibition, % at 2.79 µM. 370,000 compounds, 1.3% hits. AID 652257;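 active = inhibition above about 21% made by adding two undisclosed values, limit read from the data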
Target sequence (Q99873 whole entry, looked up): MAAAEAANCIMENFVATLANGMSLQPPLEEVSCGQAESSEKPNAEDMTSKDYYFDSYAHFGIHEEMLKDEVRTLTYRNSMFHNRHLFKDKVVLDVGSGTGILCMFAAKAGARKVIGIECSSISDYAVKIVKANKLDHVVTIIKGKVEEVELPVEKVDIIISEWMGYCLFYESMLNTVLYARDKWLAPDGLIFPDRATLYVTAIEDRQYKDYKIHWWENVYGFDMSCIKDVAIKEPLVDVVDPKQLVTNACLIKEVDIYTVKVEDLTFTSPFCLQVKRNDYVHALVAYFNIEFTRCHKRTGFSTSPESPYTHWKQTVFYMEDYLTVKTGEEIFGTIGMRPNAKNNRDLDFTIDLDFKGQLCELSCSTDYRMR
GC-B act: GC-B (human) receptor activation; HEK293-GC-B cells, CNP EC30, cGMP TR-FRET; 0% at EC30 CNP, 100% saturating CNP; activation, % at 10 µM; P20594; 370,000 compounds, 0.11% hits; AID 1920062;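 active = activation at 10 µM reaching about 35% in either raw or pattern-adjusted values, limit read from the data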
rCAG binder: r(CAG) repeat RNA binding. TO-PRO-1 dye displacement fluorescence. inhibition, % at 3 µM. 370,000 compounds, 1.3% hits;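 active = inhibition above the plate cutoff, the mean of all test compounds on that plate plus 3 SD, cut at about 35% in these data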;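 also: 0% = DMSO alone and 100% = 100 µM mitoxantrone as full dye displacement; higher means more dye released from RNA so lower well fluorescence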
mABHD4 FP: inhibits mouse alpha/beta hydrolase domain 4 | inhibition, % at 8.92 µM | 370,000 compounds, 0.54% hits | AID 720543 | purified mABHD4, FP-Rh probe fluorescence polarization | Q8VD66;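 active = inhibition exceeding the mean over every tested compound plus 3 SD, cut at about 30% in these data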;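 also: 0% = plate median of compound wells and 100% = S159A mutant with DMSO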
Target sequence (Q8VD66 whole entry, looked up, the tested form may be a part): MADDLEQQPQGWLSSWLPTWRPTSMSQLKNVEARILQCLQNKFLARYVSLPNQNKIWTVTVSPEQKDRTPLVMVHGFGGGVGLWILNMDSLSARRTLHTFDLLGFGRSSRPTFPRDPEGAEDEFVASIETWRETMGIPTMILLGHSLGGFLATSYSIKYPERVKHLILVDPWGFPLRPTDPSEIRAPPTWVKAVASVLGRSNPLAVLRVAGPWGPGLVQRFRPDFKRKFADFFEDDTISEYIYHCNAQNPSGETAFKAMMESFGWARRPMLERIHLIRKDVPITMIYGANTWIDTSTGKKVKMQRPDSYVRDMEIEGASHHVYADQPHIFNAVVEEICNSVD
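Material: mouse ABHD4 enzyme, wild type; Benchmarks: S159A mutant high control, sample median low control; Buffer or medium: HEPES pH 7.0, NaCl, Pluronic buffer; Signal: fluorescence polarization; Read-out: percent inhibition of probe binding, normalized to plate controls; Timing: pre-incubation 45 min, probe exposure 60 min, at 25 °C; Dosing: 8.92 µM, single dose.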
MBD2 DNA inh: MBD2-methylated oligo binding inhibition. Q9UBB5. TR-FRET, MBD2 binding to methylated oligonucleotide. inhibition, % at 4.4 µM. 370,000 compounds, 0.31% hits. AID 686964; in the data active = inhibition above about 13%
LEDGF integ inh: blocks HIV-1 LEDGF/p75-dependent DNA integration; TR-FRET IN-LEDGF/p75 DNA integration, Eu/Cy5; inhibition, % at 3.7 µM; 370,000 compounds, 0.64% hits; AID 743269;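 active = inhibition above the screen-wide mean plus 3 SD, cut at about 13% in these data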;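 also: signal is the Cy5 over europium emission ratio at 671 and 618 nm; 0% = plate median of compound wells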
SIAE inh: human SIAE inhibition, primary screen; 370,000 compounds, 0.69% hits; inhibition, % at 9.66 µM; Q9HAT2; AID 1053197; SIAE FP-Rh probe binding, fluorescence polarization;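 active = inhibition above a cutoff: mean of compounds within the control limits plus 3 SD of those, cut at about 17% in these data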;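 also: 0% = plate median of compound wells and 100% = probe without SIAE protein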
TCR CD3 inh: human TCR-CD3 binding inhibition; TAMRA-labeled TCR probe fluorescence, biochemical; inhibition, % at 9.4 µM; 360,000 compounds, 0.37% hits; AID 651800; in the data active = inhibition above about 19%;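 also: recombinant mutant TCR 2C K166C tagged with TAMRA read by polarization; 0% = receptor in buffer alone and 100% = receptor with positive control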
HTRA1 inh: inhibitors of human serine peptidase HTRA1; AID 504803; inhibition, % at 5.96 µM; 340,000 compounds, 0.5% hits; Q92743; recombinant HTRA1, FP-rhodamine activity-based probe, fluorescence polarization; in the data active = inhibition above about 36%;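 also: 0% = enzyme with DMSO and 100% = wells lacking enzyme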
TDP2 absorb: TDP2 (human) inhibition, absorbance primary screen | O95551 | recombinant TDP2, T5PNP hydrolysis, p-nitrophenol absorbance 415 nm | inhibition, % at 12.8 µM | 370,000 compounds, 0.34% hits;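 active = inhibition above the mean of all tested compounds plus 3 SD, set per campaign, cut at about 25% in these data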;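 also: 0% = DMSO with enzyme and 100% = buffer with substrate but no TDP2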
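System – recombinant human TDP2 · Quantity – TDP2 enzyme at 120 nM final · Doses – single concentration, 12.8 µM nominal, with 1% DMSO · Incubation – 2 h at 37 °C · Measured by – epi absorbance of p-nitrophenol freed from T5PNP by hydrolysis · Read-out – % inhibition relative to enzyme-containing and enzyme-free wells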
* hit, by the source's call; nt = not tested or not shown. These rows are one share of the data, so the mix of outcomes need not match the whole.

SMILES	PRMT1 FP inh	GC-B act	rCAG binder	mABHD4 FP	MBD2 DNA inh	LEDGF integ inh	SIAE inh	TCR CD3 inh	HTRA1 inh	TDP2 absorb
O=C(CSc1nnc(-c2cccnc2)n1Cc1ccco1)NCc1ccc2c(c1)OCO2	-2	-4	2	2	1	0	8	2	4	6
O=C(Cn1nnc2ccccc21)OCC(=O)c1ccc(Cl)c(Cl)c1	8	-8	3	4	3	2	-3	-3	2	-1
CCC(C)C(=O)Nn1c(C2CC2)nc2cc(OC)c(OC)cc2c1=O (stereo unspecified)	-1	-3	-2	0	5	-5	-3	-2	4	8
CCc1c(-c2ccc(Cl)cc2)ncn1Cc1cccc(-c2ccccc2)c1	-2	21	7	-4	-4	5	-2	-4	nt	-10
Nc1nc(NC(=O)/C=C\C(=O)O)nn1-c1ccccc1	1	2	3	2	2	5	-3	6	-1	4
Cc1nc(N2CCN(Cc3nc4ccccc4[nH]3)CC2)c2oc3ccccc3c2n1	4	-7	6	-9	-2	4	-2	-2	-13	0
Cc1cc(NC(=O)c2cccc(F)c2)no1	1	3	1	1	1	-2	3	-1	-3	-19
COc1cc(C)c(C(=O)Oc2cc(C)c(C(=O)O)c(O)c2)c(O)c1	10	-13	35*	-2	10	-1	-1	5	-19	8
O=C(NCCc1ccccc1)C(=O)NCC1OCCN1S(=O)(=O)c1ccc2c(c1)OCCO2 (stereo unspecified)	2	-6	0	6	-6	2	0	-1	-5	5
COc1ccccc1NS(=O)(=O)c1ccc(Cl)c(NC(=S)NC(=O)C2CCCC2)c1	1	3	12	-30	-1	1	-21	-4	-55	-9
CC(Sc1ccc(Cl)cc1)C(=O)Nc1ccccc1-c1ccccc1 (stereo unspecified)	0	-16	1	-15	2	-4	-8	-4	-29	1
COc1ccc(N2CCN(c3ncccn3)CC2)cc1	-3	-2	-1	-5	2	4	-5	0	-3	-8
COc1ccc(CC(=O)NC2CC(C)(C)NC(C)(C)C2)cc1	3	-3	-1	-1	3	-1	-1	-1	2	-8
CC(NC(=O)c1cc2ccccc2o1)C(=O)O (stereo unspecified)	-1	2	3	-1	-5	1	1	10	0	3
Cc1ccc(NC(=O)c2ccccn2)cc1S(=O)(=O)N1CCOCC1	-5	1	0	-10	-5	4	0	6	3	2
CCN(C(=O)c1ccco1)c1nc(CC(=O)Nc2ccc(Cl)cc2)cs1	6	1	3	-5	1	6	-3	3	-47	0
CC1(C(=O)O)CCN1C(=O)c1cccc(C(F)(F)F)c1 (stereo unspecified)	4	8	0	4	-3	-4	-6	-3	nt	7
COC(=O)[C@]12CCCCC=C1N(Cc1ccc(OC)cc1)C(=O)[C@@H]2CC(=O)N1CCN(C(=O)C2CC2)CC1	-7	1	0	0	-6	4	-2	nt	nt	-11
Cc1ccnc2nc(C(=O)N3CCN(c4ccc(F)cc4)CC3)nn12	2	4	1	1	-5	-4	4	8	2	-6
O=C(c1cn2ccccc2n1)N1CCc2c([nH]c3ccccc23)C1c1ccccn1 (stereo unspecified)	-4	-1	-6	2	4	2	8	3	-8	4

Some of the entries so far, with bars between the fields.
SMILES | PRMT1 FP inh | GC-B act | rCAG binder | mABHD4 FP | MBD2 DNA inh | LEDGF integ inh | SIAE inh | TCR CD3 inh | HTRA1 inh | TDP2 absorb
O=C(Cn1nnc2ccccc21)OCC(=O)c1ccc(Cl)c(Cl)c1 | 8 | -8 | 3 | 4 | 3 | 2 | -3 | -3 | 2 | -1
CCC(C)C(=O)Nn1c(C2CC2)nc2cc(OC)c(OC)cc2c1=O (stereo unspecified) | -1 | -3 | -2 | 0 | 5 | -5 | -3 | -2 | 4 | 8
CCc1c(-c2ccc(Cl)cc2)ncn1Cc1cccc(-c2ccccc2)c1 | -2 | 21 | 7 | -4 | -4 | 5 | -2 | -4 | nt | -10

Exported bar-delimited: part of the list above
Compound | PRMT1 FP inh | GC-B act | rCAG binder | mABHD4 FP | MBD2 DNA inh | LEDGF integ inh | SIAE inh | TCR CD3 inh | HTRA1 inh | TDP2 absorb
COC(=O)[C@]12CCCCC=C1N(Cc1ccc(OC)cc1)C(=O)[C@@H]2CC(=O)N1CCN(C(=O)C2CC2)CC1 | -7 | 1 | 0 | 0 | -6 | 4 | -2 | nt | nt | -11
CC1(C(=O)O)CCN1C(=O)c1cccc(C(F)(F)F)c1 (stereo unspecified) | 4 | 8 | 0 | 4 | -3 | -4 | -6 | -3 | nt | 7
COc1ccc(N2CCN(c3ncccn3)CC2)cc1 | -3 | -2 | -1 | -5 | 2 | 4 | -5 | 0 | -3 | -8

Next section.
SMILES	PRMT1 FP inh	GC-B act	rCAG binder	mABHD4 FP	MBD2 DNA inh	LEDGF integ inh	SIAE inh	TCR CD3 inh	HTRA1 inh	TDP2 absorb
COc1ccc(NC(=O)CCN2CCN(S(=O)(=O)c3ccc(Cl)cc3)CC2)cc1	0	-2	-5	4	0	-6	2	-6	0	-9
O=c1c(Cc2ccc(Cl)cc2)c(O)ccn1Cc1cccs1	-3	-3	-1	-9	-1	2	-5	0	-2	-28
CCc1nnc(NC(=O)CSc2nncc(=O)n2N)s1	3	-3	2	5	-4	-8	15	1	7	20
CCn1c(/C=N/n2cnnc2)nc2ccccc21	1	-8	-3	0	-3	-3	2	8	3	1
COc1ccccc1N1CCN(S(=O)(=O)c2ccc3c(c2)NC(=O)CS3)CC1	0	-5	5	2	-1	0	6	6	-3	1
Cc1ccc(S(=O)(=O)NCc2ccc(C(=O)NC3CCC(O)CC3)cc2)cc1C (stereo unspecified)	7	-1	4	-8	8	-8	-6	-4	-3	-18
CC(=O)Oc1ccc(Cn2c(C)c(C(=O)NCc3ccc4c(c3)OCCO4)sc2=O)cc1	4	2	-1	-1	1	1	5	-2	nt	2
N=c1sccn1CC(=O)Nc1ccccc1Cc1ccccc1	4	-3	4	4	-7	1	13	6	1	-7
CN(Cc1ccccc1F)C(=O)c1ccc(Oc2ccccc2)cc1	0	4	-4	0	-7	0	6	-3	-26	4
CCOC(=O)CC[C@@]1(C(=O)OCC)C[C@@H](CC(=O)NCc2cccs2)C(=O)N2CCCC=C21	3	-1	1	4	1	-5	2	nt	nt	5

Sorted by the number under GC-B act (falling): four of the compounds above
SMILES,PRMT1 FP inh,GC-B act,MBD2 DNA inh,LEDGF integ inh,SIAE inh,TCR CD3 inh,HTRA1 inh,TDP2 absorb
Cc1ccnc2nc(C(=O)N3CCN(c4ccc(F)cc4)CC3)nn12,2,4,-5,-4,4,8,2,-6
COc1ccccc1NS(=O)(=O)c1ccc(Cl)c(NC(=S)NC(=O)C2CCCC2)c1,1,3,-1,1,-21,-4,-55,-9
CC(=O)Oc1ccc(Cn2c(C)c(C(=O)NCc3ccc4c(c3)OCCO4)sc2=O)cc1,4,2,1,1,5,-2,nt,2
O=C(Cn1nnc2ccccc21)OCC(=O)c1ccc(Cl)c(Cl)c1,8,-8,3,2,-3,-3,2,-1

Next compounds
SMILES	PRMT1 FP inh	GC-B act	rCAG binder	mABHD4 FP	MBD2 DNA inh	LEDGF integ inh	SIAE inh	TCR CD3 inh	HTRA1 inh	TDP2 absorb
Cn1nc(C(F)(F)F)c(C(=O)Nc2cccc(Cl)c2)c1Cl	1	1	-5	3	-5	1	1	-4	-1	5
CN(Cc1cnn(C)c1)C(=O)c1ccc(OC2CCN(CCc3ccccc3)CC2)cc1	1	0	-6	0	-1	3	5	-9	-1	2
Cc1cc(-c2nn(-c3ccccc3F)cc2CN(C)CC(O)CO)c(C)s1 (stereo unspecified)	-7	-1	-8	3	-4	0	5	7	-10	-19
CCCc1nnc(NC(=O)C2CCN(C(=O)c3ccco3)CC2)s1	0	0	-5	-2	3	4	5	-3	-1	0
Cn1c(N/N=C/c2cccs2)nc2c1c(=O)n(Cc1ccccc1)c(=O)n2C	-3	10	11	-1	-8	5	8	7	-2	-17
COc1cc(NC(=O)c2ccccc2)c(C)cc1NC(=O)CSc1nnc(-c2ccco2)n1Cc1ccco1	-2	3	7	-2	-3	-3	-2	nt	nt	0
COC(=O)c1ccccc1C(=O)N1CCCC(C(=O)c2ccc(OC)c(OC)c2)C1 (stereo unspecified)	0	-1	-10	3	1	-2	1	0	5	3
O=C(NNC1=C(C(=O)C(F)(F)F)CCC1)c1cccc(O)c1	0	7	3	5	0	0	3	7	-5	-2
O=C(Nc1ccc(N2CCOCC2)cc1)c1ccc2c(c1)OCO2	1	0	0	3	2	-2	-1	5	4	-3
CCOc1ccc(CCNC(=O)COC(=O)CSc2ccc(C)cc2)cc1OCC	-3	0	-4	2	2	7	-1	-7	3	5
NC(=O)c1ccccc1NC(=O)CN1CCOCC1	1	6	-1	-1	5	-1	-2	-5	-2	-3
COc1ccc2nc(N=Nc3ccc(N(C)C)cc3)sc2c1	2	11	5	5	-5	-4	4	0	10	13
CCS(=O)(=O)N1CCN(c2ccc([N+](=O)[O-])c(NC(C)c3ccccc3)c2)CC1 (stereo unspecified)	2	-7	8	2	0	-2	-2	3	-4	-3
C=CC[N+]1(CC#CCOC(c2ccccc2)c2ccccc2)CCOCC1	3	5	-2	-1	-3	-3	0	1	3	9
CCOC(=O)NC1Cc2ccccc2C1Sc1ccccn1 (stereo unspecified)	2	-3	-5	1	2	-2	2	2	-2	8
CC1CCN(S(=O)(=O)c2ccc(NC(=O)c3cccs3)cc2)CC1	-5	2	6	-33	0	-1	-27	7	-61	-4
COc1ccc(NC(=O)C2(C)CCN2Cc2ccc3ccccc3c2)cc1OC (stereo unspecified)	-1	15	-1	-2	-7	7	5	5	nt	-2
CCCCc1nc(Cl)c(CO)n1Cc1ccc(-c2ccccc2-c2nnn[nH]2)cc1	5	2	23	-14	4	2	-4	-6	4	-19
Cc1c(Cl)cnc(NC(=O)COC(=O)/C=C/c2ccco2)c1Cl	14	1	14	8	1	7	3	0	5	18
COC(=O)[C@H](C(C)C)N(CCc1cn(Cc2ccccc2)nn1)S(=O)(=O)c1ccc(F)cc1Br	0	3	3	-6	2	-2	1	nt	nt	0
CCOC(=O)c1c(C)c(C(=O)Nc2ccc3c(c2)OCCO3)c(C)n1CC	0	1	0	4	1	-4	-1	-2	-3	8
CC(C)CCNC(=O)C(Cc1ccccc1)NS(=O)(=O)c1ccc2c(c1)c(=O)n(C)c(=O)n2C (stereo unspecified)	-3	4	1	-2	-7	5	-1	0	4	6

Bioassay records (PubChem BioAssay)
